H9c2 protect = myocardial damage modulation in H9c2 cells; H9c2 cardiomyocytes, H2O2 injury protection, ATPLite, 2 h; protection from H2O2 cell death, % at 20 µM; 0.63% of 360,000 active; AID 588492;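 active = compounds giving at least 50% protection of heart cells from peroxide-induced death in the single-dose screen, raw or plate-pattern-corrected value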;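 also: 0% = DMSO wells with peroxide and 100% = DMSO wells without peroxide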
MC4R ag barr = agonists of human melanocortin 4 receptor (MC4R) beta-arrestin; P32245; U2OS MC4R beta-arrestin complementation, luminescence; percent of melanotan II response, DMSO zero; activation, % at 8.9 µM; 0.98% of 360,000 active;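 active = activation above a per-plate cutoff, the mean activation of sample wells on that plate plus 3 SD, cut at about 8% in these data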
Target sequence (P32245 whole entry, looked up): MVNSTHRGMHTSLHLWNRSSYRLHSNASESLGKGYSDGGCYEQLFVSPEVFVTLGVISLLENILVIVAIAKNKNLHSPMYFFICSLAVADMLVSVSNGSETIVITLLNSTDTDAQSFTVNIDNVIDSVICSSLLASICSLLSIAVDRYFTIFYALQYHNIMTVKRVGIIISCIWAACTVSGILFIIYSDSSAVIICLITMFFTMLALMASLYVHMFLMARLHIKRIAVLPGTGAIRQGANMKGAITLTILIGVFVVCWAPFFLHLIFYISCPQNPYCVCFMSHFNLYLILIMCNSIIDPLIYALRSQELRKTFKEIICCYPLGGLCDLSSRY
N-glyco inh = blocks N-linked glycosylation in D54 reporter cells | 0.23% of 360,000 active | reporter increase, % at 12.5 µM | D54 ERlucT glycosylation luciferase reporter, 24 h; percent of 100 nM tunicamycin response;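 active = mean luciferase reporter signal, scaled so untreated is 0 and the glycosylation-blocking control 100, at or above a set limit in every replicate; inconclusive = mean reaches the limit but not every replicate does; inactive = mean below the limit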;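 also: luciferase carries N-glycosylation sites so blocking glycosylation raises the light; 0% = median of neutral control wells and 100% = median of 100 nM tunicamycin wells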
MC4R antag cAMP = human MC4R antagonism in cAMP assay; AID 540295; P32245; inhibition, % at 6.5 µM; 0.48% of 360,000 active; MC4R-expressing cells, MTII-stimulated cAMP, LANCE TR-FRET;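 active = inhibition above its plate's cutoff, the mean of tested wells on that plate plus 3 SD, cut at about 29% in these data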;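 also: 0% = Melanotan II alone and 100% = Melanotan II plus saturating MCL0020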
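System – human MC4R-expressing U2OS cells · Also added – Melanotan II · Dosing – one concentration, 6.5 µM nominal · Timing – 30-min compound, 1-h challenge, 1-h detection, room temperature · Measured by – Eu-cAMP/anti-cAMP TR-FRET, emission 671 nm · Replicates – singlicate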
HTR2A ag = activates the mouse 5-HT2A serotonin receptor; P35363; CHO-K1 mHTR2A beta-arrestin complementation, luminescence; percent of 30 µM serotonin response; activation, % at 7.6 µM; 0.66% of 360,000 active; AID 624169;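 active = activation above a run cutoff, the mean activation of all tested compounds plus 3 SD, cut at about 14% in these data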;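 also: 0% = plate median of compound wells and 100% = 30 µM serotonin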
Target sequence (P35363 whole entry, looked up): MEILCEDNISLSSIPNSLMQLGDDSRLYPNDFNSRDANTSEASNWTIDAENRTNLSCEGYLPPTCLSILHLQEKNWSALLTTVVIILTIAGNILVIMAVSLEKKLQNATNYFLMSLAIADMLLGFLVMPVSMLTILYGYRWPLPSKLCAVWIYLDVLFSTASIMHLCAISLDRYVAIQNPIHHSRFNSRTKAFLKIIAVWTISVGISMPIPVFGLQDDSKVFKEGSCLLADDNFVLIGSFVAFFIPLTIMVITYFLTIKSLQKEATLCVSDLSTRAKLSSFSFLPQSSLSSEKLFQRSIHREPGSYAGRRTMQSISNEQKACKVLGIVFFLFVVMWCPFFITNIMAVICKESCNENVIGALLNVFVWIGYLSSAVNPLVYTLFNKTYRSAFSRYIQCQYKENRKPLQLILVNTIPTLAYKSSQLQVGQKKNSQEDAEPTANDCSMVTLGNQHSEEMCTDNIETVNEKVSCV
ABCB6 inh MLPCN = human ABCB6 transporter inhibition. fluorescence ratio to DMSO, % at 10 µM. 0.19% of 360,000 active. K562-ABCB6 porphyrin accumulation, flow cytometry, 1 h; hits give low values;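 active = fluorescence ratio to DMSO below 75%, the collection mean minus 3 SD; inconclusive = too few cells collected in the well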;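 also: signal is porphyrin accumulated inside mitochondria; 100% equals median channel fluorescence of DMSO control wells; lower ratio means ABCB6 inhibition with less porphyrin fluorescence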
CaV13 FRET inh = Primary screen for inhibitors of IQ motif and Ca2+-dependent inactivation inhibitor domain binding in CACNA1D, Förster resonance energy transfer in living cells, …. HEK cells, CFP/YFP FRET ICDI-IQ, plate reader, 10 min; percent FRET-ratio fall versus neutral wells. 0.098% of 340,000 active. inhibition, % at 12.3 µM. AID 743397;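 active = mean replicate inhibition of at least 30% and at least 1% of replicates passing that level; inconclusive = only one of the two criteria is met; inactive = neither criterion is met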;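 also: 0% = median of the neutral control wells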
PDI turbidity = inhibitors of human protein disulfide isomerase | inhibition, % at 10 µM | PDI insulin aggregation turbidity, A650, 90 min | P07237 | 0.052% of 350,000 active | AID 588391;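 active = mean inhibition across replicates of 30% or more, whatever share of single replicates reach that level; inconclusive = mean inhibition below 30% while every single replicate reaches 30%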;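 also: absorbance from insulin aggregation driven by PDI reduction with DTT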
aDG glyco up = increases alpha dystroglycan glycosylation | AID 624168 | Pro5-aDG cells, alpha-DG glycosylation AlphaScreen (IIH6); 0% Pro5, 100% B10-LARGE cell signal | 0.22% of 360,000 active | activation, % at 10 µM;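 active = activation of at least 8% versus controls, or a plate z-score of at least 8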;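 also: Pro5 are CHO cells carrying HIG-tagged alpha-DG that lacks glycosylation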
Vif inh = HIV Vif inhibition | HEK293T cells, Vif self-association by quenched fluorescence, imaging, 24 h | inhibition, % at 7.49 µM | 0.35% of 340,000 active | AID 602346; in the data active = inhibition above about 50%, passing the limit was not always enough; inconclusive = no clear call, values can overlap the other calls; inactive = below about 31%; also: some results filed as inactive read as strong as hits
The depositor's hits bear a star; ? = inconclusive; · = not tested or not shown.

SMILES	H9c2 protect	MC4R ag barr	N-glyco inh	MC4R antag cAMP	HTR2A ag	ABCB6 inh MLPCN	CaV13 FRET inh	PDI turbidity	aDG glyco up	Vif inh
CCN(CC)S(=O)(=O)c1ccc(/C=C/C(=O)OCC(=O)NCc2cccs2)cc1	0	-1.9	3	-19	1	82	-5	0	-0.2	3
COc1ccc(-c2csc(NC(=O)c3ccc(S(C)(=O)=O)cc3)n2)cc1	-2	0.7	-3	10	6	101	2	10	0.5	-24
O=C(NCCCN1CCN(C2CCCCC2)CC1)Nc1ccccc1C(F)(F)F	5	1.8	-1	-4	7	94	·	17	0.2	-5
CCOc1ccc(CN2CCNC(=O)C2CC(=O)N(C)C2CCCCC2)cc1 (centres undefined)	5	-0.9	0	1	5	97	-8	2	-0.1	-5
COc1ccc(S(=O)(=O)N2CCCCCC2)cc1C(=O)N(C)CC(=O)Nc1c(Cl)cccc1Cl	2	-0.5	-1	3	-7	97	-5	1	0.0	1
CN1CCN(S(=O)(=O)c2ccc3c(c2)C(C)(C)C(=O)N3C)CC1	20	1.9	2	-2	10	100	-6	·	-0.2	·
Nc1nc(-c2cccnc2)nn1C(=O)c1ccccc1Cl	2	-2.7	1	9	-2	96	-4	3	-0.3	-1
O=C(NCc1ccc(Cl)s1)c1cc(COc2c(F)cccc2F)on1	-7	3.8	0	12	-4	93	5	-1	-0.1	-7
NC(=O)c1ccccc1N/C=C/C(=O)c1ccccc1	-11	-0.5	-13	0	-6	93	-6	-7	0.0	16
O=C1CC(c2c[nH]c3ccccc23)C(=O)N1c1ccccc1 (centres undefined)	6	-0.8	·	1	0	105	-3	2	-0.1	·

In the list so far, these have two or more sulfur atoms.
SMILES	H9c2 protect	MC4R ag barr	N-glyco inh	MC4R antag cAMP	HTR2A ag	ABCB6 inh MLPCN	CaV13 FRET inh	PDI turbidity	aDG glyco up	Vif inh
CCN(CC)S(=O)(=O)c1ccc(/C=C/C(=O)OCC(=O)NCc2cccs2)cc1	0	-1.9	3	-19	1	82	-5	0	-0.2	3
COc1ccc(-c2csc(NC(=O)c3ccc(S(C)(=O)=O)cc3)n2)cc1	-2	0.7	-3	10	6	101	2	10	0.5	-24

Other structures follow:
SMILES	H9c2 protect	MC4R ag barr	N-glyco inh	MC4R antag cAMP	HTR2A ag	ABCB6 inh MLPCN	CaV13 FRET inh	PDI turbidity	aDG glyco up	Vif inh
Cc1cc(Br)ccc1NS(=O)(=O)c1c(C)[nH]c(=O)[nH]c1=O	1	-0.9	4	6	-2	99	-18	-5	0.1	0
Cc1ccc(C(Sc2ccccc2)C(Cn2cncn2)C(=O)c2ccccc2)cc1 (centres undefined)	5	3.2	-5	6	4	101	-4	-1	1.1	-9
CCCCS(=O)CC(COC)OC(=O)c1ccccc1 (centres undefined)	7	1.3	3	0	-1	100	-3	5	0.0	23
O=C(CSc1nc2ccc([N+](=O)[O-])cc2[nH]1)NC1CCCCCC1	-6	-2.5	-2	5	-4	86	-6	1	0.3	-17
COc1ccc(S(=O)(=O)N2CCc3ccccc32)cc1C(=O)Nc1cc(S(C)(=O)=O)ccc1Cl	7	4.1	3	13	1	101	-6	0	-0.6	7
CCN1CCN(C(CNS(=O)(=O)c2ccccc2)c2ccccc2)CC1 (centres undefined)	2	-2.8	-1	5	-5	99	-6	2	0.2	-1
CC(=O)NNc1ncnc2c1cnn2-c1ccc(C)c(C)c1	4	1.1	-2	5	-4	98	-2	-1	-0.1	-4
Cc1cc(S(=O)(=O)N2CCCC(N3CCOCC3)C2)c(C)cc1Cl (centres undefined)	-1	0.6	-1	17	6	101	-3	2	0.0	-12
COc1ccc(CNCc2cc3c(C(C)(C)C)nn(-c4ccccc4)c3[nH]c2=O)cc1	18	15*	1	10	2	100	·	6	-0.3	·
CN1CCN(Cc2cn(C)nc2-c2ccccc2F)CC1c1ccccc1 (centres undefined)	1	1.2	-1	14	2	99	-1	-2	-0.1	-4
Cc1c(C(=O)Nc2ccc(-c3nnc4n3CCCCC4)cc2)oc2ccc(Br)cc12	9	1.1	-3	6	18*	95	-8	9	4.1	-18
O=C(Nc1ccc(OCC(=O)N2CCOCC2)cc1)c1cccc(Cl)c1	-15	-3.0	0	0	6	97	-5	-2	0.2	9
CC1=C(C(=O)OC(C)C)C(C)NC(=O)N1 (centres undefined)	2	-2.5	2	-3	2	97	-6	2	0.1	7
O=C(CSc1nnc(Cn2c(=O)sc3ccccc32)n1-c1ccccc1)NCC1CCCO1 (centres undefined)	18	-0.6	0	8	2	102	-1	·	0.3	11
Cc1cscn1	0	0.6	2	4	-2	100	·	·	-0.2	7
CCOc1nc(NCc2ccco2)nc(Nc2ccccc2F)n1	-7	5.1	-1	-2	-2	82	0	4	0.2	·
O=C(NCc1ccccc1F)C1CCCN(C(=O)NC2CCCCC2)C1 (centres undefined)	1	1.2	-1	-1	6	92	-5	16	0.3	-1
Oc1ccc(Br)cc1-c1cc(-c2ccccc2F)[nH]n1	-4	1.2	-2	-2	0	94	-5	9	-0.2	-7
Cc1nnc2ccc(-c3ccc(NS(=O)(=O)c4ccccc4F)cc3)nn12	-4	0.9	6	15	7	103	-6	-2	-0.1	18
O=C(Nc1ccc2c(c1)OCO2)C1CC(c2ccc(F)cc2)=NO1 (centres undefined)	-7	-1.5	·	3	-7	107	-4	2	-0.2	·
COc1ccc(S(=O)(=O)NCC2CCCN(CC(C)(C)C)C2)cc1 (centres undefined)	-16	-1.8	0	-3	-4	98	-7	-2	-0.3	3
CCN(CC)c1ccc(NC(=O)c2cccc(C)c2)cc1S(=O)(=O)Nc1ccccc1OC	-9	0.3	-6	-1	-5	90	-15	-2	0.3	-9
O=c1[nH]c2ccccc2n2c(-c3ccccc3)nnc12	-20	-1.7	3	-18	1	95	-4	10	0.1	16
COc1cc(C2NC(=S)NC(c3ccccc3)=C2C(C)=O)cc(Cl)c1OCC(=O)O (centres undefined)	4	-2.9	-1	2	0	108	-7	-5	0.0	4
COc1cccc(CNC(=O)CCS(=O)(=O)c2cccc3nsnc23)c1	4	-1.7	-1	3	-2	97	·	-5	-0.2	-6
C/C(=N/NC(=O)c1ccco1)c1cccc(NC(=O)c2ccc(C)s2)c1	-1	-0.4	2	5	1	99	-5	-17	0.2	4
CCN(CC)S(=O)(=O)c1ccc(N2CCCC2)c(NC(=O)Cc2c(F)cccc2Cl)c1	-9	-1.2	2	3	1	96	-6	8	0.4	-12
Cc1cc(S(=O)(=O)N2CCCOC2CNC(=O)C(=O)NCCc2ccco2)ccc1F (centres undefined)	4	0.0	-1	-2	7	99	·	-7	-0.1	-3
Cc1sc2ncn(C(C)C(=O)OC3CCCCC3)c(=O)c2c1C (centres undefined)	4	-0.8	-2	11	3	88	-3	-9	0.1	-6
CC1CCC2(CC1)NC(=O)N(CC(=O)Nc1ccc3c(c1)OCCO3)C2=O (centres undefined)	0	-2.8	5	10	2	96	-7	-4	0.8	-1
CCOC(=O)c1c(N/C=C(\C#N)c2nc(-c3ccc(OC(C)=O)cc3)cs2)sc2c1CCC2	0	2.3	2	-3	1	97	-7	-2	-0.1	0
CCN(CC)CCCNC(=S)Nc1ccc(Br)cc1	-3	-2.1	3	5	-4	99	3	-5	-0.1	3
CC1(c2ccccc2Cl)NC(=O)N(CC(=O)NC(=O)NCc2ccco2)C1=O (centres undefined)	4	-2.8	-2	4	1	98	-5	2	2.7	14
O=C(NC1CC1)C1=C[C@H](c2ccccc2)C[C@H](OCc2ccc(CO)cc2)O1	-4	-1.1	1	3	-1	85	-10	-6	0.3	-6
CC[C@]12c3[nH]c4ccc(Cl)cc4c3CCN1C(=O)[C@@H](CC(=O)NCCc1ccccn1)C[C@@H]2C(=O)N1CCN(C(=O)C2CC2)CC1	-2	1.8	1	10	5	96	-7	-1	7.9*	-13
FC(F)(F)c1cnc2c(-c3ccc(Cl)cc3Cl)noc2c1	-16	0.4	1	5	2	91	-5	0	-0.2	-3
COc1ccc(OC)c(-c2nc(CN3CCN(C(=O)c4ccco4)CC3)c(C)o2)c1	2	-2.2	0	4	3	101	-2	8	0.5	-9
Cc1cccc(NS(=O)(=O)c2ccc(C)c(C(=O)NCC(c3ccccc3)N(C)C)c2)c1 (centres undefined)	6	0.3	-3	8	-4	93	-5	12	-0.1	-4
COc1ccc(C(=O)Nc2cc3c4c(c2)C(C)C(=O)N4CCC3)cc1 (centres undefined)	-4	-0.7	8	6	-11	95	-5	13	-0.1	3
C#CCOCCOCCOCCNc1nc(N2CCN(C(=O)Cn3cc(CCCN=C(N)N)nn3)CC2)nc(N2CCN(C(=O)[C@H](CCCCN)n3cc(CC(C)O)nn3)CC2)n1 (some centres undefined)	-1	0.3	1	2	2	79	-12	1	-0.1	-5
CCN(CC)C(=O)c1sc(NC(=O)C(C)C)c(C#N)c1C	-1	-3.4	0	4	-3	103	-4	9	0.2	-2
CCN(CC)S(=O)(=O)c1ccc(OC)c(NC(=O)c2ccc(N3CCCC3=O)cc2)c1	3	-1.7	0	5	8	97	-3	0	-0.1	-6
COc1ccc(C(=O)N2CCN(C(=O)Cc3ccccc3)CC2)cc1	0	-1.8	1	17	-3	98	-7	-3	0.5	-2
CC(C)(C)OC(=O)N/N=C/c1cn(-c2ccccc2)nc1-c1cccnc1	31	-4.0	2	-4	-3	89	-1	-2	0.4	-9
C=CCN(CC(=O)NC1CCS(=O)(=O)C1)S(=O)(=O)c1ccccc1C(F)(F)F (centres undefined)	8	-2.5	2	-2	0	92	-6	-1	0.4	?
Cc1ccc2nc(N3CCN(S(=O)(=O)c4ccc(C)c(Cl)c4)CC3)c(C#N)cc2c1	-3	-1.3	0	-8	-2	95	-9	-7	0.3	-6
N#Cc1ccc(S(=O)(=O)NC[C@H]2O[C@@H](n3ccc(N)nc3=O)[C@H](O)[C@@H]2O)cc1	7	-0.8	-2	2	1	110	-5	7	-0.2	0
COc1cc(NC(=O)c2cccs2)c(C(=O)OCC(=O)c2cc(C)n(-c3ccccc3)c2C)cc1OC	-2	-2.4	1	5	3	97	-6	2	-0.3	-4
Nn1c(SCC(=O)NCCC2=CCCCC2)nnc1-c1cccnc1	2	-1.5	3	2	6	91	-8	17	-0.1	-10
CCOC(=O)C1(C)CCCCCN1C(=O)c1csnn1 (centres undefined)	2	-0.2	-2	1	-4	100	-4	-1	-0.3	-13
CCCN(CCC(=O)Nc1ccccc1F)CC1CC1	-5	-0.1	0	6	8	101	-2	1	0.2	·
C[C@@H]1CCCCO[C@H](CN(C)C(=O)Nc2ccc3c(c2)OCO3)[C@@H](C)CN([C@H](C)CO)C(=O)c2cc(NS(=O)(=O)c3ccc(F)cc3)ccc2O1	6	2.5	0	3	3	104	-4	7	-0.2	4
COc1ccccc1OC(=O)c1ccc(SC)cc1OC	3	-1.4	3	2	-5	82	1	-1	0.0	-7

Source: PubChem BioAssay (several laboratories)
